S2 tox = viability counter-screen for ATXN expression inhibitors; 400,000 tested, 0.49% active; Potency, µM (series often up to 56.7 µM), hits mostly cytotoxic; S2 cells (HEK-293 line with an ATXN2-luciferase reporter) viability, CellTiter-Fluor protease fluorescence, 24 h; further: potency means the concentration at half of the fitted maximal effect; nearly all actives have a fitted effect of over 40% in size
HepG2 viability = HepG2 cytotoxicity, counter-screen for TGF-b inhibitors; 410,000 tested, 0.76% active; HepG2 CAGA-GFP viability, ATP luminescence, 18 h; Potency, µM (doses to about 46.1 µM), inactives show at the top dose activity change, negative = cytotoxicity, most hits filed as cytotoxic; further: potency means the concentration at half of the fitted maximal effect; some results filed as inactive show a strong effect at the top dose
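HepG2 CAGA-GFP cells (1000/well, DMEM with 1% FBS) received compound, then TGF-beta at 500 pg/mL final, and were incubated 18 hours at 37 degrees C. Viability was read by CellTiter-Glo luminescence. Media-only wells were set as complete cell-killing and DMSO as no toxicity.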
Nrf2 block = Nrf2 pathway inhibition | A549 ARE-Fluc reporter, luciferase luminescence, 18-24 h | Potency, µM (highest dose often 46 µM), without a hit: at the highest dose activity change, negative = inhibition, hits mostly inhibitors | 360,000 tested, 2.1% active; further: potency means the concentration at half of the fitted maximal effect; on the % scale 0 is the no-effect control and ±100 the full control effect; nearly all actives have a fitted effect of over 60% in size
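Reporter: ARE-Fluc in A549. Exposure: 18-24 h, 37 °C, 5% CO2, 5% FBS OPTI-MEM. Readouts: fluorescent cytotoxicity (CellTiter-Fluor), then luminescent Nrf2 signal after BugLite.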
MCF10A rerep = induces DNA re-replication in MCF 10a normal breast cells; MCF 10A DNA re-replication, Hoechst nuclear intensity, 48 h; Potency, µM (highest dose often 46.1 µM), inactives show top-dose activity, positive = re-replication, usual class: activators; 350,000 tested, 2.9% active; further: potency means the concentration at half of the fitted maximal effect; % of control where 0% means no effect; nearly all actives have a fitted effect of over 50% in size
TGFb SMAD3 inh = blocks TGF-b signaling; 410,000 tested, 1.2% active; AID 588855; Potency, µM (series often up to 46.1 µM), for the others: top-dose activity, negative = inhibition, actives largely listed as inhibitors; HepG2 CAGA-GFP TGF-b/SMAD3 reporter, GFP fluorescence, 18 h; TGF-beta stimulated, 500 pg/mL final; further: potency means the concentration at half of the fitted maximal effect; on the % scale 0 is the no-effect control and ±100 the full control effect; nearly all actives have a fitted effect of over 65% in size
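HEPG2 CAGA-GFP cells (1000/well, DMEM with 1% FBS) were pre-incubated 2 h at 37 degrees C, given compound by pin tool, then stimulated with TGF-beta at 500 pg/mL final for 18 h before per-cell GFP fluorescence imaging.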
IL1B secr inh = blocks inflammasome-driven IL-1 beta release. THP-1 LPS/ATP IL-1B secretion, AlphaLISA, 16 h; hits give low values. activity change, % at 57.5 µM. 360,000 tested, 4.7% active. AID 743279; in the data active means activity change below about -50%; inconclusive means mostly about -30% to -49%; further: on the % scale 0 is the no-effect control and ±100 the full control effect
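THP-1 cells pretreated 1 hr with compounds (up to 57.5 uM final), then stimulated with LPS (250 ng/mL final) plus ATP (1.25 mM final); secreted IL-1B measured by AlphaLISA after 16 hr, decreased signal indicating inhibition.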
Nrf2 activator = activates Nrf2 signaling | AREc32 ARE-luciferase reporter (MCF7-derived line), luminescence, 24 h | Potency, µM (top dose mostly 46.1 µM), for the others: at the top dose activation, hits mostly activators | 410,000 tested, 0.31% active; further: potency means the concentration at half of the fitted maximal effect; % of control where 0% means no effect; nearly all actives have a fitted effect of over 65% in size
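Cells of the AREc32 ARE-luciferase line are plated in OPTI-MEM containing 5% FBS and left overnight at 37 deg C. Compounds are pinned in, incubation continues 24 hr, and firefly luciferase signal is then measured.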
ATXN2 expr inh = inhibitors of ATXN2 expression | AID 1745845 | HEK-293 ATXN2-luciferase reporter, luminescence, 24 h | Potency, µM (doses to about 57 µM), without a hit: top-dose activity change, negative = inhibition, hits mostly inhibitors | 360,000 tested, 0.72% active; further: potency means the concentration at half of the fitted maximal effect; on the % scale 0 is the no-effect control and ±100 the full control effect; nearly all actives have a fitted effect of over 55% in size
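qHTS (up to 57 uM final) was run with 24 h compound exposure of reporter cells at 37 °C. Each well was multiplexed: SteadyGlo luminescence measured ATXN2-luciferase expression after a fluorogenic Gly-Phe-AFC viability readout (25 uM final).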
A549 viability = kills or reduces viability of A549 cells in Nrf2 counter-screen | A549 ARE-Fluc cells, CellTiter-Fluor viability, 18-24 h | 390,000 tested, 0.16% active | Potency, µM (doses to about 46 µM), inactives show at the highest dose activity change, negative = cytotoxicity, actives largely listed as inhibitors; further: potency means the concentration at half of the fitted maximal effect; on the % scale 0 is the no-effect control and ±100 the full control effect
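Cytotoxicity counterscreen: CellTiter-Fluor fluorescence was measured in A549 ARE_Fluc cells after 18-24 h of compound exposure in a concentration series. The subsequent BugLite luminescent read reports ARE-luciferase activity.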
* marks the source's active call; other numbers are inactive results; i = inactive; ? = inconclusive; . = no result given; & = joins results of further samples; [ ] = dose if it differs, or a comment. Unless noted, the call rests on the fitted dose curve; in most records, active means well fitted curve in the direction sought with a large enough effect; inconclusive means small, poorly fitted or top-dose-only effect, or another doubt; inactive means no such curve, though single readings can be large; an effect the other way counts as inactive or inconclusive.

Start of the data: the first four records as a preview:
SMILES	S2 tox	HepG2 viability	Nrf2 block	MCF10A rerep	TGFb SMAD3 inh	IL1B secr inh	Nrf2 activator	ATXN2 expr inh	A549 viability
O=C(Cn1cc(C(=O)C(F)(F)F)c2ccccc21)N1CCCCCC1	?	4%	-8%	.	10%	.	3.7%	51%[activator]	-18%
Cc1ccccc1CN1CCN(Cc2cc3ccccc3o2)CC1CCO (stereo unspecified)	.	-32%	1%	?	-26%	-7	-0.1%	55%[activator]	0%
C/C=C(\C)CN1CCC(Oc2cccc(C(=O)NCc3ccccn3)c2)CC1	i	-11%	6%	14%	-3%	-3	0.4%	-5%	-6%
COc1cc(-c2nnc(SCC(=O)N3c4ccccc4Sc4ccccc43)o2)cc(OC)c1OC	?	2%	?	?	4%	-3	-0.7%	-2%	-8%

Main list, from the start:
SMILES	S2 tox	HepG2 viability	Nrf2 block	MCF10A rerep	TGFb SMAD3 inh	IL1B secr inh	Nrf2 activator	ATXN2 expr inh	A549 viability
O=C(Cn1cc(C(=O)C(F)(F)F)c2ccccc21)N1CCCCCC1	?	4%	-8%	.	10%	.	3.7%	51%[activator]	-18%
Cc1ccccc1CN1CCN(Cc2cc3ccccc3o2)CC1CCO (stereo unspecified)	.	-32%	1%	?	-26%	-7	-0.1%	55%[activator]	0%
C/C=C(\C)CN1CCC(Oc2cccc(C(=O)NCc3ccccn3)c2)CC1	i	-11%	6%	14%	-3%	-3	0.4%	-5%	-6%
COc1cc(-c2nnc(SCC(=O)N3c4ccccc4Sc4ccccc43)o2)cc(OC)c1OC	?	2%	?	?	4%	-3	-0.7%	-2%	-8%
CCc1nc(N2CCN(CC(=O)NCC3CCCO3)CC2)c(C#N)c2c1COC(C)(C)C2 (stereo unspecified)	i	-17%	7%	0%	-11%	-8	0.2%	.	1%
O=C1CN(C(=O)CSc2nnc(Nc3ccccc3)s2)c2ccccc2N1	?	1%	1%	?	13%	2	4.9%	3%	11%
CC(C)CNc1nc(=S)nc(N(C)C)[nH]1	i	-4%	.	-19%	14%	22	-0.3%	7%	6%
CC(=NNC(=O)c1cccc(S(=O)(=O)N2CCOCC2)c1)c1ccccc1	i	-2%	?	-14%	-9%	0	-1.1%	13%	1%
Cc1cc(C)c(C(O)c2ncc(-c3ccccc3C)[nH]2)c(C)c1 (stereo unspecified)	i	-20%	.	.	-9%	-26	0.1%	-14%	.
Cc1cc(=O)oc2cc(OCCCN3C(=O)c4ccccc4C3=O)ccc12	i	1%	0%	1%	0%	37	0.3%[9.22 µM]	2%	-2%
CC1(C)N([O-])C(c2cccs2)=C[N+]1=O	i	-3%	9%	1%	-8%	11	0.0%	7%	-1%
O=S(=O)(c1ccccc1)N1CCN(CC2CC3C=CC2C3)CC1 (stereo unspecified)	i	-10%	-28%	1%	-3%	10	2.5%	.	0%
CCN(CC)CCOc1c(C)cccc1Cl	i	-18%	5%	1%	-10%	13	-0.5%	7%	1%
CCCc1cc(=O)oc2cc(C)cc(OCC(=O)NCCCN3CCOCC3)c12	i	4%	?	?	2%	-7	0.2%	-3%	1%
COc1ccc(-n2nnnc2SCC(=O)NC(=O)Nc2ccc3c(c2)OCCO3)cc1	i	-51%	?	8%	20%	-5	2.5%	2%	-5%
CC(=O)N/C(=C\c1ccc(C)o1)C(=O)NCc1ccccc1	i	9%	1%	?	0%	-23	0.7%	7%	2%
O=C(CSc1nnc(-c2ccccc2F)o1)NC(=O)Cc1ccccc1	i	-17%	21%	2%	-16%	14	-0.1%	1%	-1%
Cc1ccccc1Nc1nnc(SCc2cc([N+](=O)[O-])cc3c2OCOC3)s1	i	-10%	26µM*	?	-37%	-14	0.1%	-18%	-1%
Cc1sc2c(=O)n3c(nc2c1C(=O)NC1CCCCC1)CCCCC3	i	-10%	-4%	-6%	19%	-17	0.1%	8%	-3%
O=C(CN1C(=O)COc2ccccc21)NCCC1=CCCCC1	i	-2%	-1%	?	-24%	-2	0.1%	1%	4%
O=C(Nc1cccc2ccccc12)ON=C1CCCCC1	i	1%	?	-24%	16%	1	5.4%	4%	5%
Cc1nn2c(=O)cc(COC(=O)c3ccccc3NC(=O)C(C)C)nc2s1	.	-2%	.	.	0%	.	11%	.	-7%
Cc1cccc(C(=O)OCC(=O)Nc2sc3c(c2C#N)CCC3)c1	i	-2%	1%	-1%	9%	-8	-0.6%	7%	4%
C[n+]1cccc(C(=O)O)c1	i	-36%	5%	-2%	-20%	-11	0.4%	7%	0%
O=C(COc1ccc2c3c(c(=O)oc2c1)CCC3)NCCCN1CCOCC1	i	2%	16%	2%	-3%	-7	-0.2%	-1%	5%
c1ccc(-c2nc(N3CCN(c4ccccc4)CC3)nc(-n3ccnc3)n2)cc1	i	-4%	4.6µM*	7.3µM*	-2%	?	-0.1%	-25%	-24%
COC(=O)C1=CO[C@@H](O[C@@H]2O[C@H](CO)[C@@H](O)[C@H](O)[C@H]2O)[C@H]2[C@@H]1C(=O)C[C@@H]2C	i	6%	-4%	-13%	?	-2	0.3%	7%	2%
CCCCOc1ccc(C(=O)NN2CCN(C)CC2)cc1	i	6%	10%	4%	-3%	-8	0.1%	11%	0%
CC(=O)c1ccc(OCC(=O)N2CCN(S(=O)(=O)c3ccc(C)cc3C)CC2)cc1	i	3%	-27%	9%	-19%	0	-0.2%	0%	-7%
Cc1c(Cl)ccc(S(=O)(=O)NCCCn2ccnc2)c1Cl	?	-40%	-9%	?	-18%	15	5.0%	16%	-1%
CC(=O)N1CCN(C(=O)CCc2nnc(CCCCc3ccccc3)o2)CC1	i	-1%	-3%	7%	6%	13	-0.1%	19%	-1%
O=C(CSc1ccc(Cl)cc1)N/N=C/c1cccnc1	i	37%	-19%	-7%	1%	-5	0.7%	-7%	3%
Cc1cccc(-n2c(C)nc3cc(C(=O)N4CCOCC4)ccc32)c1	i	-2%	16%	2%	0%	-10	0.8%	27%	0%
O=C(Nc1ccc2ccccc2c1)c1cc(F)c(F)cc1Cl	i	-21%	?	0%	-22%	-20	-0.3%	100%[activator]	1%
COc1cc(CC(=O)OCC(=O)NCc2ccco2)cc(OC)c1OC	i	8%	9%	-6%	-1%	2	0.0%	6%	-3%
Cc1cc(CN(Nc2ccccc2)c2ccccc2)cc(C)n1	i	-12%	.	.	-4%	44	-0.8%	.	.
CC(Sc1nnc2ccccn12)C(=O)Nc1ccc2c(c1)OCO2 (stereo unspecified)	i	-2%	25%	1%	-16%	-13	-0.1%	15%	-1%
O=[N+]([O-])c1ccc(NS(=O)(=O)c2ccccc2)c(Cl)c1	?	-22%	12µM*	?	?	?	1.4%	?	?
CCOC(=O)c1ccccc1NC(=O)COC(=O)CN1C(=O)NC2(CCCC2)C1=O	?	4%	7%	9%	-7%	9	0.0%	2%	-7%
CCCC(=O)Nc1c2c(nn1-c1ccc(C)cc1)CS(=O)(=O)C2	i	-8%	-11%	1%	-1%	-7	0.8%	1%	0%
COc1ccc(C2C3=C(CC(C)(C)CC3=O)Nc3c2c(=O)[nH]c2nc(C)nn32)cc1 (stereo unspecified)	i	0%	1%	-2%	9%	-20	-1.5%	3%	-3%
Cn1c(=N)c(S(=O)(=O)c2ccccc2)cc2c(=O)n3ccccc3nc21	i	0%	4%	18µM*	2%	-1	-0.2%	-11%	-2%
CCCOc1cccc(C(=O)O)c1	i	13%	8%	-2%	-1%	7	0.3%	-6%	-12%
Fc1ccc(/C=N/N2CCOCC2)c(F)c1	i	-2%	4%	-3%	-10%	10	0.2%	.	19%
Cc1ccc(C(=O)NCC(=O)OCC(=O)c2ccc(Br)s2)cc1	i	0%	2%	0%	?	13	-0.2%	-3%	2%
Cc1c(C(=O)Nc2ccc3nc(N4CCOCC4)sc3c2)oc2ccccc12	?	-42%	-22%	?	?	0	-0.3%	-25%	-6%
COC(=O)c1onc(C(=O)c2ccccc2)c1C(=O)OC	i	-23%	9%	2%	3%	-5	0.1%	-2%	3%
Cn1c2c(c(=O)[nH]c1=O)C(c1ccc(O)cc1)C1=C(N2)c2ccccc2C1=O (stereo unspecified)	?	-13%	?	?	-42%	?	-0.7%	?	-29%
O=C(NC1CC2CCCC(C1)N2C(=S)Nc1ccc(Cl)cc1)C1CC1 (stereo unspecified)	i	1%	-22%	-10%	19%	-16	-0.4%	0%	-14%
NCCCC[C@H]1CN=C(N)N1CC1CCCCC1	i	4%	7%	-40%[inhibitor]	-1%	-1	0.6%	12%	-3%
CCOc1ccc(-c2ccc3nnc(SCC(=O)NCC4CCCO4)n3n2)cc1 (stereo unspecified)	i	-10%	-9%	-5%	0%	-5	-1.0%	-2%	-1%
O=[N+]([O-])c1cccc(CP(=O)(c2ccccc2)c2ccccc2)c1	?	6%	-16%	12%	-36%	-11	-0.2%	-14%	2%
CCOC(=O)CN1NC2(CCCC(C)C2)NC1=S (stereo unspecified)	?	-13%	17%	-1%	0%	7	0.0%	-3%	-2%
COc1cc(NC(=S)Nc2cccnc2)cc(OC)c1OC	i	-9%	5%	17%	4%	29	-0.5%	-1%	0%
CC(=C\C(=O)O)/C(=C/c1ccccc1)C(=O)O	i	0%	-13%	-1%	3%	15	-0.3%	-4%	-6%
COC(=O)c1ccc(CN2CCC(Oc3ccc(C(=O)N4CCCCC4)cc3)CC2)cc1	?	-27%	9%	?	4%	9	0.3%	-11%	0%
CN(C)c1ccnc2c[cH-]cc12.[Fe].c1ccc(-[c-]2[c-](-c3ccccc3)[c-](-c3ccccc3)[c-](-c3ccccc3)[c-]2-c2ccccc2)cc1 (stereo unspecified)	i	0%&-2%	1%&12%	-6%&19%	2%&-24%	-1&14	-0.6%&0.0%	-15%&12%	0%&1%
O=S(=O)(N1CCOCC1)n1c(Cc2ccccc2)nc2ccccc21	i	2%	-3%	?	-3%	-7	3.0%	5%	-2%

High-throughput results: PubChem, National Center for Advancing Translational Sciences (NCATS)
